Screening results as filed in PubChem.
UDG counterscr: counter-screen for AID inhibitors: uracil-DNA glycosylase inhibition. FRET deamination/UDG coupled assay, UDG read, 4 h. 0.14% of 91,000 active. Potency, µM (highest dose often 115 µM), for inactives: at the highest dose activity change, negative = inhibition, usual class: inhibitors; also: nearly all actives have a fitted effect of over 65% in size
AID inhibitor: blocks human AID cytidine deaminase activity | Q9GZX7 | AID deamination FRET fluorescence, UDG-coupled, 4 h | Potency, µM (doses to about 115 µM), inactives show at the highest dose activity change, negative = inhibition, hits mostly inhibitors | 0.32% of 91,000 active; also: nearly all actives have a fitted effect of over 25% in size
Target sequence (Q9GZX7 whole entry, looked up): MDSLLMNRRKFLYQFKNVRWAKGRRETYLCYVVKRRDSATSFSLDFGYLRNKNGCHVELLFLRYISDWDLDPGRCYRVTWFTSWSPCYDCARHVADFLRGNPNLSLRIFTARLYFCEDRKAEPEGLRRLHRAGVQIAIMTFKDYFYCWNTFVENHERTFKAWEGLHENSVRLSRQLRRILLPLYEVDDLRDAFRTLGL
The depositor's hits bear a star; u = inconclusive; [ ] = remark or other dose. Calls follow the shape of the dose curve; as a rule, active = well fitted curve in the direction sought with a large enough effect; inconclusive = small, poorly fitted or top-dose-only effect, or another doubt; inactive = no such curve, though single readings can be large; an effect the other way counts as inactive or inconclusive. % is scaled to controls: 0 for no effect and ±100 for the full control effect; potency is read from the fitted curve at half-maximal effect. An excerpt (hit frequency here may not be typical).

SMILES	UDG counterscr	AID inhibitor
COc1cccc2sc(N(Cc3cccnc3)C(=O)C3COc4ccccc4O3)nc12 (configuration not stated)	-0.1%	9.7%
COc1cc(CNC(=O)c2ccc3c(c2)N(C)C(=O)C2CCCCN32)cc(OC)c1OC (configuration not stated)	-11.3%	9.1%
CCc1ccc2oc(=O)cc(CN3CCN(c4ccccn4)CC3)c2c1	-5.6%	-8.9%
Cc1ccc(CCNC(=O)c2ccc3c(c2)N(Cc2cccc(C)c2)C(=O)c2ccccc2S3(=O)=O)cc1	-11.4%	u
Clc1cccc(CN2CCN(Cc3nnsc3Cl)CC2)c1	-1.3%	0.4%
COc1ccccc1-c1noc(-c2ccc(NCCc3ccccc3)c([N+](=O)[O-])c2)n1	5.4%	0.8%
CCOC(=O)C(C)N1C(=O)S/C(=C/c2ccc(Cl)s2)C1=O (configuration not stated)	-3.9%	-8.9%
Cc1cc(NCc2ccccc2Cl)n2cnnc2n1	6.2%	-2.4%
O=C(COC(=O)c1ccccc1C(=O)c1ccc(-c2ccccc2)cc1)c1ccccc1	-9.3%	24.9%
CCc1c(C)c2ccc(O)c(CN3CCN(c4cc(Cl)ccc4C)CC3)c2oc1=O	17.8%	1.6%
CC(Oc1ccccc1)c1nn2c(=O)c3ccccc3nc2s1 (configuration not stated)	-1.8%	-9.2%
COc1cccc(C(c2sc3nc(-c4ccco4)nn3c2O)N2CCC(C)CC2)c1 (configuration not stated)	-9.1%[57.5 µM]	9.3%
Cc1cc(=O)n2nc(N3CCC(C(=O)Nc4ccc(C(C)C)cc4)CC3)sc2n1	5.2%	-0.6%
O=C(NCC(c1ccccc1)N1CCOCC1)c1cc(-c2cccs2)on1 (configuration not stated)	0.3%	0.2%
CCOc1ccccc1CNCCSc1nnnn1C	0.5%	-1.5%
CSc1nn(CC(=O)Nc2cc(C)ccc2C)c(N)c1S(=O)(=O)c1ccccc1	-12.6%	-0.5%
Cc1ccc(Cl)cc1N1CCN(C(=O)c2cc3ccc4cccnc4c3[nH]2)CC1	-11.5%	22.4µM*
CCc1nc2cccnc2n1-c1ccc(CC(=O)Nc2cccc(C)c2C)cc1	-5.3%	20.9%
COc1ccc(NC(=O)Cn2nnnc2-c2ccccc2F)c(C)c1	-0.8%[57.5 µM]	4.6%
O=C(NCc1ccccc1)c1cccc(NC(=S)Nc2ccc(Br)cc2Cl)c1	4.8%	-4.5%
COc1ccc(C2C=C(c3ccc(Cl)cc3)Nc3nc(-c4ccc(Cl)cc4)nn32)cc1 (configuration not stated)	-8.0%	-23.2%
CC(=O)N[C@H](C(=O)O)C(C)(C)SN=O	-1.5%	2.1%
Clc1cccc(-n2ncc3c(Nc4ccc5c(c4)OCCO5)ncnc32)c1	19.4%	6.5%
COc1ccc(CC(=O)Nc2ccc3nc(Nc4cccc(Cl)c4)cc(C)c3c2)cc1OC	-10.6%	-22.6%
CC(C)NC(=O)c1ccccc1I	-1.5%	-3.2%
Cc1ccc(C(=O)NN=C(C(C)C)C(C)C)cc1C	-3.6%	-7.3%
CC(C)c1ccc(C(=O)NCCCNC(=O)c2cc3ccccc3[nH]2)cc1	u	-12.6%
O=C1CSC2(C(=O)N(Cc3cccc(F)c3)c3ccccc32)N1c1cccc(C(F)(F)F)c1 (configuration not stated)	6.8%	121.8%[activator]
CN(Cc1ccccc1)S(=O)(=O)c1ccc2[nH]c3c(c2c1)CCCCC3	u	u
COc1ccc(-c2nc(NC(=O)c3nn(C(C)C)c(=O)c4ccccc34)sc2C)cc1	1.8%	-8.8%
Cc1ccc2c(=O)c(C(=O)c3ccc(F)cc3)cn(CC(=O)Nc3ccc4c(c3)OCCO4)c2n1	-12.5%	-22.0%
c1ccc(-c2ccc(-c3csc(-c4ccccn4)n3)cc2)cc1	-6.7%	-4.5%
CN1CCN(C(C(=O)N(C)CCC(F)(F)F)c2ccccc2)CC1 (configuration not stated)	-4.3%	3.3%
O=C(NCC1CC2c3ccccc3C1c1ccccc12)c1cnccn1 (configuration not stated)	0.1%	-2.9%
Cc1ccc(C2c3c(-c4ccccc4O)n[nH]c3C(=O)N2CCc2ccccc2)cc1 (configuration not stated)	-9.2%	-20.4%
CC(=O)c1ccc(NC(=O)CSc2cn(CC(=O)N3CCCCCC3)c3ccccc23)cc1	-4.8%	2.3%
CC(C)(C)c1cccc(/C=N/O)c1O	-3.1%	-0.9%
CC1=C(C(=O)OC(C)(C)C)C(c2ccc(C(C)C)cc2)NC(=S)N1 (configuration not stated)	-5.6%	1.9%
O=[N+]([O-])c1ccc(N/N=C/c2ccc(/C=N/Nc3ccc([N+](=O)[O-])cc3)cc2)cc1	-14.2%	-9.2%
COc1ccc(S(=O)(=O)N2CCn3cccc3C2c2ccccc2)cc1 (configuration not stated)	u	-6.0%
CCC(=O)N1CCc2cc(S(=O)(=O)CCC(=O)N3CCN(c4cc(C)ccc4C)CC3)ccc21	-3.9%	21.2%
CCOC(=O)c1c(NC(=O)Cn2nnc(-c3ccccc3)n2)sc(C)c1C	2.1%	-0.8%
Cc1ccc(CNC(=O)c2nnc(Cc3ccc(Cl)cc3)o2)cc1	1.9%	9.5%
COCCCNC(=O)C1CCN(c2nnc(-n3cccc3CNc3ccc(C)cc3)s2)CC1	-8.3%	28.1%
O=C(CCC(=O)N1CC2CCCN2c2ccccc21)NCc1ccc(F)cc1 (configuration not stated)	-3.8%	6.2%
COc1ccc(NC(=O)Cn2c(SCc3ccc(F)cc3)nc3cccnc32)cc1OC	-0.6%[57.5 µM]	-7.8%
CC(Sc1ccc2ccccc2n1)C(=O)Nc1ccc(C(F)(F)F)cc1 (configuration not stated)	3.3%	4.3%
COc1ccc2c(Sc3ccc(C)cc3)c(C(=O)NCc3ccc(F)cc3)[nH]c2c1	-8.7%	0.5%
O=[N+]([O-])c1cccc(CON=C2CCC3(CC2)OCCO3)c1	-6.7%	-9.0%
CCc1ccc(C(CNC(=O)c2nccnc2N)N(C)C)cc1 (configuration not stated)	-5.6%	0.0%

Further structures
SMILES	UDG counterscr	AID inhibitor
COc1ccccc1NC(=O)c1cnn(-c2ccccc2)c1-n1cccc1	-17.7%	1.4%
Fc1ccccc1NC(=S)NCCc1c[nH]c2ccccc12	2.1%	-4.5%
Cc1cc(C(=O)CSc2nnc(COc3ccc(Cl)cc3)n2C)c(C)n1CC1CCCO1 (configuration not stated)	0.4%	8.0%
COc1ccc(-c2cc3ccc(O)c(CN4CCOCC4)c3oc2=O)cc1	-7.1%	0.0%
COc1ccc(Nc2cc(C(=O)NCCc3ccc(C)cc3)c3ccccc3n2)c(OC)c1	-14.6%[57.5 µM]	5.3%
Cc1cc(C)cc(NC(=O)c2csc3c2CCCCC3)c1	-2.0%	-7.3%
CCOc1ccc(CNCc2c(C(=O)O)n(Cc3ccc(C)cc3)c3cc(C)ccc23)cc1	-5.7%	-0.9%
CSc1cccc(NC(=O)CN2C(=O)COc3ccc(S(=O)(=O)N4CCC(C)CC4)cc32)c1	1.8%[57.5 µM]	-4.3%
COc1ccc(N(CC(=O)NCc2ccccc2Cl)S(=O)(=O)c2c(C)nn(C)c2C)cc1	4.5%	-15.1%
O=C(CSc1nnc(C2CC2)n1C1CC1)Nc1ccc(Cl)c(S(=O)(=O)N2CCCCC2)c1	1.0%	-3.2%
CCCn1c(N)c(C(=O)CSc2cc(C)c3ccccc3n2)c(=O)[nH]c1=O	-1.4%	-9.1%
CCCSc1nn(CCN(C)C)c2nc3sc4c(c3c(=O)n12)CCCC4	0.4%	29.3%
C/C(=N\NC(=O)C1CC1)c1ccccn1	-1.2%	3.4%
COC(=O)C(N)Cc1ccc(Cl)cc1 (configuration not stated)	0.4%	2.8%
Cc1c(C(=O)Nc2ccc(F)cc2F)oc2c1-c1nn(Cc3c(F)cccc3Cl)cc1CC2	-21.6%[57.5 µM]	u
O=C(Cn1c(=O)n(CC2CCC(C(=O)NCCc3ccccc3)CC2)c(=O)c2ccccc21)Nc1ccccc1 (configuration not stated)	-7.9%	12.0%
CCc1ccc(C2C(C(=O)c3ccc(C)cc3)=C(C(=O)OC)Nc3nnnn32)cc1 (configuration not stated)	-1.7%	-7.2%
COC(=O)c1ccccc1NC(=O)CSc1nc2ccccc2nc1Cc1ccc(F)cc1	16.1%	0.1%
Cc1nn2c(=O)cc(COC(=O)c3cccc(NC(=O)c4ccc(C(C)(C)C)cc4)c3)nc2s1	-1.0%	7.7%
Cc1cn2c(=O)c(S(=O)(=O)Nc3ccc(Br)cc3)c(C)nc2s1	0.7%	-3.2%

Reprinted at random: 2 records from the list
SMILES	UDG counterscr	AID inhibitor
O=C(Cn1c(=O)n(CC2CCC(C(=O)NCCc3ccccc3)CC2)c(=O)c2ccccc21)Nc1ccccc1 (configuration not stated)	-7.9%	12.0%
C/C(=N\NC(=O)C1CC1)c1ccccn1	-1.2%	3.4%

Going on with the list.
SMILES	UDG counterscr	AID inhibitor
O=C(NC1(c2ccc(F)cc2)CCC1)c1ccccn1	3.6%	-1.0%
Cc1ccc(C(=O)/C=C/c2ccc(-c3cccc(Cl)c3Cl)o2)cc1	-7.5%	-5.7%
CC12CN3CC(c4ccccc4)(CN(C1)C3c1ccc(Cl)cc1)C2=O (configuration not stated)	-1.3%	-21.5%
COc1ccccc1N1CCN(C(=O)c2nn(C)c3c2CS(=O)(=O)c2ccccc2-3)CC1	-5.0%	u
CCOc1ccc(NC(=O)N2CCN3CCCCC3C2)cc1 (configuration not stated)	2.7%[57.5 µM]	1.5%
Cc1ccc(C(=O)NC(C)c2ccc(C(F)(F)F)cc2)cn1 (configuration not stated)	2.1%	-0.6%
Clc1ccc2c(c1)-c1c(cnc3cc(-c4ccccc4)nn13)CO2	2.4%	-0.2%
Cc1ccc(S(=O)(=O)c2c(Nc3cc(F)ccc3F)sc(C(=O)c3ccc(F)cc3)c2N)cc1	-11.3%	-2.8%
CC(C)c1ccc(-c2nc(C(N)=O)c3c(n2)n(-c2ccc4c(c2)OCO4)c(=O)n3C)cc1	6.8%	3.3%
CCNS(=O)(=O)c1cc(-c2nn(C)c(=O)c3ccccc23)ccc1C	-1.2%	5.3%
CCOc1ccc(-c2cc3c(=O)n(CC(=O)NCc4ccc(Cl)cc4)ccn3n2)cc1	21.2%	21.3%
CCOc1ccc2c(c1)c(C(C)=O)c(C)n2-c1cccc(Cl)c1	-5.7%	-5.7%
CCc1nn(CC(=O)NCCc2ccc(Cl)cc2)c(=O)c2cc3c(OC)cccc3n12	-20.2%	-4.7%
[O-][n+]1cn(Cc2ccccc2)c2ccccc21	0.2%	2.8%
O=C(OCc1ccc([N+](=O)[O-])cc1)c1c2c(nc3ccccc13)CCC2	5.6%	-14.7%
CCCCCn1c(=O)[nH]c2cc(C(=O)Nc3cc(C)cc(C)c3)ccc2c1=O	-6.9%	13.1%
CCOC(=O)c1sc2ccccc2c1S(=O)(=O)N1CCN(c2cccc(C)c2)C(C)C1 (configuration not stated)	-2.8%	-13.4%
CCN(CC)CC(=O)NC(C)(C#N)C1CC1 (configuration not stated)	-3.2%	-3.8%
Cc1cc(C)cc(NC(=S)NNC(=O)c2csc(C)c2)c1	5.8%	-3.5%
CCOC(=O)Cc1ccc(NC(=O)N2CCOc3ccc(C)cc32)cc1	2.6%	-29.8%
CCOc1cc(C=O)cc(Cl)c1OC(C)C(=O)OC (configuration not stated)	1.2%	-4.5%
CCCCOc1ccc2c(-c3ccccc3)cc(=O)oc2c1	-5.2%	-16.3%
COc1ccc(N2CCN(C(CNC(=O)c3c(F)cccc3F)c3ccc4c(c3)OCO4)CC2)cc1 (configuration not stated)	-0.8%	-18.2%
COc1cccc(/C=C/C(=O)c2ccc(C(=O)O)s2)c1OC	-16.2%	9.7%
CCc1nc2ccc(C(=O)N3CCN(c4ccccc4)CC3)cc2nc1CC	31.0%[activator]	-26.7%
COc1cc2c(cc1OC)C(COc1cc(C)cc(C)c1)N(C(=O)C(C)(C)C)CC2 (configuration not stated)	u	u
N#Cc1ccc(/C=N/Nc2ccc3ccccc3c2)cc1	-11.9%	17.4%
COC(=O)C1=CNC=C(C(=O)OC)C1c1ccc(Cl)c(Cl)c1	-3.6%	-9.4%

By substructure: the compounds so far containing an aryl thioether with sulfur outside any ring
SMILES	UDG counterscr	AID inhibitor
CCOc1ccccc1CNCCSc1nnnn1C	0.5%	-1.5%
CSc1nn(CC(=O)Nc2cc(C)ccc2C)c(N)c1S(=O)(=O)c1ccccc1	-12.6%	-0.5%
CC(=O)c1ccc(NC(=O)CSc2cn(CC(=O)N3CCCCCC3)c3ccccc23)cc1	-4.8%	2.3%
COc1ccc(NC(=O)Cn2c(SCc3ccc(F)cc3)nc3cccnc32)cc1OC	-0.6%[57.5 µM]	-7.8%
CC(Sc1ccc2ccccc2n1)C(=O)Nc1ccc(C(F)(F)F)cc1 (configuration not stated)	3.3%	4.3%
COc1ccc2c(Sc3ccc(C)cc3)c(C(=O)NCc3ccc(F)cc3)[nH]c2c1	-8.7%	0.5%
Cc1cc(C(=O)CSc2nnc(COc3ccc(Cl)cc3)n2C)c(C)n1CC1CCCO1 (configuration not stated)	0.4%	8.0%
CSc1cccc(NC(=O)CN2C(=O)COc3ccc(S(=O)(=O)N4CCC(C)CC4)cc32)c1	1.8%[57.5 µM]	-4.3%
O=C(CSc1nnc(C2CC2)n1C1CC1)Nc1ccc(Cl)c(S(=O)(=O)N2CCCCC2)c1	1.0%	-3.2%
CCCn1c(N)c(C(=O)CSc2cc(C)c3ccccc3n2)c(=O)[nH]c1=O	-1.4%	-9.1%
CCCSc1nn(CCN(C)C)c2nc3sc4c(c3c(=O)n12)CCCC4	0.4%	29.3%
COC(=O)c1ccccc1NC(=O)CSc1nc2ccccc2nc1Cc1ccc(F)cc1	16.1%	0.1%
